uPA surface inh: inhibitors of cell surface uPA generation | cell surface uPA generation assay, qHTS | Potency, µM (highest dose often 38.3 µM), without a hit: at the top dose activity change, negative = inhibition, usual class: inhibitors | hit rate 0.31% among 330,000; active = well fitted inhibition curve with a large enough effect; inconclusive = small, poorly fitted or top-dose-only effect; inactive = no such curve, though single readings can be large or run the other way; tested in mouse RAW 264.7 cells; note: % is set by controls: 0 for no effect and ±100 for the full control effect; nearly all actives have a fitted effect of over 55% in size
NPC1 prom act: NPC1 promoter activation | Huh7 NPC1 promoter luciferase reporter, 24 h | Potency, µM (highest dose often 9.22 µM), for the others: top-dose activation, hits mostly activators | hit rate 2.4% among 320,000;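 note: % of control where 0% means no effect; nearly all actives have a fitted effect of over 60% in size; reporter is driven by a mutant NPC1 promoter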
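Stably transfected Huh7 (NPC1 promoter→luciferase), 1500 cells/well in Opti-MEM + 10% FBS, 2 h settle, then compound 24 h at 37 °C. Luminescence after 10 min with Amplite reagent.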
Rab9 promoter act: activates the Rab9 promoter; Huh7 Rab9 promoter-luciferase reporter, luminescence, 24 h; Potency, µM (top dose mostly 9.22 µM), without a hit: at the highest dose activation, negative = inhibition, actives largely listed as activators; hit rate 2.8% among 320,000; note: % of control where 0% means no effect; nearly all actives have a fitted effect of over 60% in size
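Huh7 cells stably carrying Rab9 promoter–luciferase reporter, plated 1500 cells/well, compound added after 2 h and incubated 24 h at 37 °C; luciferase luminescence then read after 10 min with detection reagent.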
p53 reactivation: re-activators of mutant p53; H1299 p53-A138V BP100-luciferase reporter, luminescence, 24 h; Potency, µM (top dose mostly 92.2 µM), without a hit: at the top dose activity change, positive = activation, hits mostly activators; hit rate 0.063% among 320,000; AID 504706; note: % of control where 0% means no effect; nearly all actives have a fitted effect of over 45% in size
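H1299 (p53-null), stable ts p53-A138V + BP100-Luc; 1000 cells/well, Opti-MEM/10% FBS; cpd 4 pt, 1:5; 24 h, 37 deg C, 5% CO2; detection reagent 10 min RT; luminescence.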
RORgamma inh: ROR gamma (mouse) transcription inhibition. P51450. Drosophila S2 Gal4-RORgamma UAS-luciferase reporter, 20 h. Potency, µM (top dose mostly 53.6 µM), for the others: top-dose activity change, negative = inhibition, hits mostly inhibitors. hit rate 5.4% among 310,000; note: % is set by controls: 0 for no effect and ±100 for the full control effect; nearly all actives have a fitted effect of over 60% in size
Target sequence (P51450 whole entry, looked up, the tested form may be a part): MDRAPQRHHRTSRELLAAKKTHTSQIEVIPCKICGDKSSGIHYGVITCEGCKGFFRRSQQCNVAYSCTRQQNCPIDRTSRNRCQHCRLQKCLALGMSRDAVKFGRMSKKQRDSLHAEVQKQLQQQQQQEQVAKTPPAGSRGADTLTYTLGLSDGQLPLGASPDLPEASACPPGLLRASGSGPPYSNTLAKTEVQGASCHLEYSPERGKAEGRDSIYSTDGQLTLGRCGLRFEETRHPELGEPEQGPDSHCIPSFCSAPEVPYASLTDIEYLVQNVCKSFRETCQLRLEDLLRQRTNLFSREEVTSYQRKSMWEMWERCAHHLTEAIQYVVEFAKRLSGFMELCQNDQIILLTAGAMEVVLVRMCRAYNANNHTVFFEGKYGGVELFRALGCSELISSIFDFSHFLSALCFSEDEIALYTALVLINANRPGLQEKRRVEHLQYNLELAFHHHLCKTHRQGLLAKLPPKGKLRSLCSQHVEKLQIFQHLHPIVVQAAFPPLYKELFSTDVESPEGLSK
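Compounds are pin-transferred onto Drosophila Schneider cells expressing a copper-inducible Gal4–ROR gamma transactivation domain fusion. After 1 hr, copper sulfate is added to 700 uM final; luciferase is read 20 hr later.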
ELG1 genotoxic: inducers of genotoxicity in HEK293T ELG1-luciferase cells; HEK293T ELG1-luciferase reporter, luminescence, 16 h; Potency, µM (doses to about 46 µM), inactives show at the highest dose activity change, positive = activation, hits mostly activators; hit rate 1.3% among 330,000; note: % of control where 0% means no effect; nearly all actives have a fitted effect of over 60% in size
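HEK293T cells expressing luciferase-tagged ELG1 were exposed to compound or DMSO vehicle for 16 hr at 37 °C and 5% CO2. Luciferase activity was then measured with ONE-Glo after 30 min at room temperature.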
MBNL1-CUG inh: inhibitors of human MBNL1 binding to CUG repeat RNA; Q9NR56; TR-FRET MBNL1-His/biotin-(CUG)12 binding, 665/545 ratio; Potency, µM (series often up to 57.5 µM), without a hit: at the highest dose activity change, negative = inhibition, actives largely listed as inhibitors; hit rate 0.036% among 280,000; AID 2675; active = well fitted inhibition curve with a large enough effect in the signal ratio, with a control signal flat, not every such curve was filed as active; inconclusive = small, poorly fitted or top-dose-only effect, or effect the other way, or a change in a side signal; inactive = no such curve, though single readings can be large or run the other way; the % refers to the signal ratio; note: % is set by controls: 0 for no effect and ±100 for the full control effect
Target sequence (Q9NR56 whole entry, looked up): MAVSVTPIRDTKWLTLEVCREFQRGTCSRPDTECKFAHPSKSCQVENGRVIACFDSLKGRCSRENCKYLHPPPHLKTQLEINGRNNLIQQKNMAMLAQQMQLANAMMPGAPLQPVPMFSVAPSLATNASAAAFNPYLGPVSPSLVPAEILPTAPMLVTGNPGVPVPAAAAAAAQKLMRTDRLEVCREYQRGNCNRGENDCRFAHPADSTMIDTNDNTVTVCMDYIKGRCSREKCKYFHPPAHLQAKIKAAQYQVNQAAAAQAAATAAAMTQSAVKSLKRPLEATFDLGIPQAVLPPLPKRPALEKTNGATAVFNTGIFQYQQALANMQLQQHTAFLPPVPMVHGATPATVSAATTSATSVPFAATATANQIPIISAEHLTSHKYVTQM
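TR-FRET between His-tagged MBNL1 and biotin-(CUG)12 RNA, detected with Tb anti-His antibody (0.055 ng/ul) and streptavidin-XL665 (5 nM), 60 min at room temperature. Compounds titrated 92 nM to 58 uM; 665/545 nm ratio normalized to buffer and complex controls.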
VP16 counter: inhibits Gal4-VP16 luciferase reporter, ROR gamma counter-screen | Drosophila S2 Gal4-VP16 UAS-luciferase, luminescence, 20 h | Potency, µM (titrated, usually from 53.6 µM), without a hit: top-dose activity, negative = inhibition, most hits filed as inhibitors | hit rate 3.5% among 310,000;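 note: Gal4-VP16 expression switched on by copper sulfate through the metallothionein promoter; % is set by controls: 0 for no effect and ±100 for the full control effect; nearly all actives have a fitted effect of over 50% in size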
BRCA1 expr up: BRCA1 expression activation | AID 624202 | Potency, µM (highest dose often 46.1 µM), for the others: top-dose activation, actives largely listed as activators | MCF7-BRCA1-FFLuc reporter, luminescence, 48 h; response scale: scaled: vehicle 0%, 10 µM genistein 100% | hit rate 1.1% among 380,000; note: nearly all actives have a fitted effect of over 80% in size; some results filed as inactive show a strong effect at the top dose
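MCF7-BRCA1-FFLuc cells, 2000/well in phenol-red-free MEM, attached 2 h then treated 48 h at 37 C. Luciferase luminescence read 15 min after reagent; normalized to genistein maximum activation (10microM) and DMSO, concentration-response fitted.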
FLuc modulator: firefly luciferase modulation, counter-screen for miR-21 project; Potency, µM (doses to about 57.5 µM), for inactives: top-dose activity change, negative = inhibition, usual class: inhibitors; purified FLuc, Km substrates, luminescence inhibition; hit rate 6.9% among 360,000; P08659; AID 588342;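 note: plate controls were vehicle for no effect and reference inhibitor for full effect; nearly all actives have a fitted effect of over 55% in size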
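Purified P. pyralis luciferase (10nM final) with 10uM D-luciferin and 10uM ATP (Km levels) in 50mM Tris acetate pH 7.5, 10mM Mg acetate, 0.01% Tween-20, 0.05% BSA; qHTS 6-point titration, ~60 µM downward; luminescence read.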
* marks the source's active call; other numbers are inactive results; ? = inconclusive; nt = no result given; & = joins results of further samples; [ ] = remark or other dose. Unless noted, calls come from the whole dose curve; as a rule, active = well fitted curve in the direction sought with a large enough effect; inconclusive = small, poorly fitted or top-dose-only effect, or another doubt; inactive = no such curve, though single readings can be large; an effect the other way counts as inactive or inconclusive. Potency is the fitted concentration of half-maximal effect.

Start of the data: the first two records, ahead of the listing:
SMILES	uPA surface inh	NPC1 prom act	Rab9 promoter act	p53 reactivation	RORgamma inh	ELG1 genotoxic	MBNL1-CUG inh	VP16 counter	BRCA1 expr up	FLuc modulator
CSc1ncccc1C(=O)Nc1nc2ccc(Oc3ccccc3)cc2s1	-9%	-1%	0%	?	10µM*	0%	-8%	?	2%	24µM*
CCN(CC)C(=O)CSc1nnc2cc(C)c3ccccc3n12	-7%	0%	-4%	-3%	21%	-6%	8%	3%[10 µM]	-1%	-4%

The list itself (from the top)
SMILES	uPA surface inh	NPC1 prom act	Rab9 promoter act	p53 reactivation	RORgamma inh	ELG1 genotoxic	MBNL1-CUG inh	VP16 counter	BRCA1 expr up	FLuc modulator
CSc1ncccc1C(=O)Nc1nc2ccc(Oc3ccccc3)cc2s1	-9%	-1%	0%	?	10µM*	0%	-8%	?	2%	24µM*
CCN(CC)C(=O)CSc1nnc2cc(C)c3ccccc3n12	-7%	0%	-4%	-3%	21%	-6%	8%	3%[10 µM]	-1%	-4%
O=C(COC(=O)c1ccccc1Br)Nc1ccccc1F	-2%	2%	6%	1%	27%	3%	2%	-3%	9%	?
COc1ccc(Cc2noc(CN(C)CC3(N4CCOCC4)CCCCC3)n2)cc1OC	-15%	-3%	-12%	-1%	22%	-10%	4%	2%	8%	1%
CCCCc1cc(=O)oc2cc(OCC(=O)N3CCc4ccccc43)ccc12	-2%	-1%	-1%	-3%	-7%	7%	7%	2%	5%	5%
Cc1cc(-c2nnc(CSc3nnc(NC(=O)c4ccc(C(C)(C)C)cc4)s3)o2)ccc1[N+](=O)[O-]	-15%	2.5µM*	?	7%	20%	?	10%	4%	63%	1.7µM*
c1ccc2c(c1)Cn1nnnc1-2	nt	17%	13%	7%	-7%	-6%	11%	-9%	4%	5%
COC(=O)[C@@H](NC(=O)/C=C/c1ccc(OC)cc1)C(C)C	-1%	-5%	-7%	0%	9%	1%	-2%	-3%	11%	3%
CCC(C)(C)c1nnc(NC(=O)C2CCN(C(=O)c3ccco3)CC2)s1	1%	0%	0%	-2%	17%	-9%	0%	4%	-12%	?
COc1ccc(-n2ncc3c(NCc4ccc5c(c4)OCO5)ncnc32)cc1	3%	29%	27%	?	15%[0.365 µM]	?	?	nt	80%	-1%
COc1cccc(CNCc2ccccn2)c1OC	2%	-5%	-1%	4%	-17%	5%	-5%	8%	-4%	-1%
Nc1nonc1-n1nnc(C(=O)N/N=C/c2ccc(Cl)cc2Cl)c1CN1CCCCC1	-3%	2%	0%	2%	-15%	4%	2%	-12%	-4%	-1%
C=CCOc1ccc(CNC(C)(C)C)cc1OC	2%	2%	-9%	-12%	-2%	3%	-9%	-12%	11%	5%
Cc1ccc(C)c(NC(=S)NCC(c2cccnc2)N2CCOCC2)c1 (stereo not given)	0%	-3%	0%	-1%	-16%	-2%	-3%	10%	8%	3%
COc1ccc(-c2nc(CCl)cs2)cc1OC	-5%	-2%	12%	4%	-8%	22%	12%	18%	35%	?
CC(C)(C)NC(=O)C1CCC(C)(C(=O)O)C1(C)C (stereo not given)	nt	0%	-4%	-5%	-3%[0.365 µM]	4%	-2%	nt	0%	2%
O=C(COc1ccc(Cl)cc1)Nc1ncc([N+](=O)[O-])s1	-13%	0.56µM*	?	-3%	?	?	49%[activator]	?	?	4.3µM*
CCn1cc(C(=O)O)c(=O)c2cnc(N3CCN(C(=S)Nc4ccc(F)cc4)CC3)nc21	-3%	-21%	1%	6%	24%	-2%	nt	-9%	7%	-3%
COc1ccc(S(=O)(=O)NC2CC(C)(C)NC(C)(C)C2)cc1C(C)C	0%	-1%	2%	-5%	-6%	-4%	-2%	4%	-12%	0%
Cc1cc(C)n2c(Nc3ccc4c(c3)OCCO4)c(-c3ccc(C)o3)nc2n1	-1%	-2%	4%	16%	39%	?	21%	20%	-26%	?
CCN1CC(CN(C)Cc2cn(-c3ccc(C)cc3)nc2-c2cccc(C)c2)CC1=O (stereo not given)	-4%	-3%	6%	-2%	-1%	-6%	5%	-6%	0%	-20%
Cc1ccc(Cl)cc1NC(=O)COC(=O)CC1CCCCC1	-6%	-3%	2%	-4%	nt	0%	nt	nt	-3%	-5%
COc1ccc(C(=O)Nc2cccc(OC)c2)cc1	nt	2µM*	1.3µM*	35%	6%	2.3µM*	-19%	1%	?	6.7µM*
CC(=O)c1cccc(NC(=O)c2cccc(S(=O)(=O)N3CCOCC3)c2)c1	1%	8%	1%	-2%	?	2%	-1%	-3%	-4%	0%
Cc1cc(-c2ccco2)n(CC(=O)O)n1	3%	-3%	-3%	-2%	6%	-1%	-8%	-10%	7%	6%
COc1ccccc1C1=NC(c2ccc(F)cc2)N=C1C (stereo not given)	3%	20%	?	17%	19%	14%	-4%	-5%	13µM*	?
CCOc1cc(C(=O)Nc2ccc(F)cc2)cc(Br)c1OC	1%	-1%	-4%	-9%	2%	-6%	-6%	-3%	-50%	-6%
O=C(NC1CCCc2ccccc21)C(Cc1ccccc1)NS(=O)(=O)c1cccs1 (stereo not given)	7%	-1%	-8%	-5%	?	-7%	-1%	5%	-25%	-1%
CCOc1c(C)cnc2c1c(=O)n(Cc1ccccc1F)c(=O)n2C	4%	-1%	1%	-7%	9%	0%	?	12%	7%	2%
Nc1c(C(=O)N2CCOCC2)sc2nc(N3CCOCC3)c3c(c12)CCCC3	-5%	2%	-4%	-3%	-8%	-1%	nt	-1%	0%	?
CC1=NNC(=O)C1CC(=O)N/N=C/c1sccc1C (stereo not given)	0%	-1%	-3%	-1%	-1%	-2%	9%	-1%	-12%	-3%
COc1ccc(-c2cn[nH]c2N)cc1OC	-7%	3%	2%	1%	13%	-8%	0%	-6%	17%	-1%
O=C(Nc1ccc(OCC(=O)N2CCOCC2)cc1)Nc1cccc(Cl)c1	7%	9%	4%	5%	26%	-2%	-4%	1%	28%	12µM*
CN1C(=O)NC(NC(=O)c2ccncc2)(C(F)(F)F)C1=O (stereo not given)	2%	-5%	13%	8%	-6%	0%	3%	-10%	1%	1%
CCc1c(O)nc(SCC(=O)Nc2ccccc2OC)[nH]c1=O	nt	0%	4%	3%	-3%	-1%	-9%	5%	0%	1%
O=C1Cc2ccccc2C(=O)N1c1ccc(F)cc1Cl	2%	-5%	-3%	-2%	9%	-4%	-7%	-21%	-8%	1%
COc1ccc(S(=O)(=O)N2c3ccccc3OCC2C(C)(C)C)cc1 (stereo not given)	1%	-10%	5%	-1%	-10%	-5%	4%	16µM*	39%	-7%
OCCN1CCN(c2nnc(-c3ccccc3)c3ccccc23)CC1	-7%	-2%	1%	4%	-2%	-6%	-1%	-5%	-1%	1%
Cc1ccc(O)c(C(=O)c2cnn(-c3ccc(S(=O)(=O)N4CCOCC4)cc3[N+](=O)[O-])c2)c1	3%	1%	2%	-1%	-3%	-1%	11%	0%	-10%	-1%
Cc1ccc(OCC(=O)NCCCNC(=O)c2ccccn2)cc1C	-1%	-4%	2%	-4%	6%	-4%	-4%	-1%	-30%	-1%
CCN(C[C@H]1N[C@@](C)(C(=O)OC)[C@H]2C(=O)N(C)C(=O)[C@@H]12)C(=O)Nc1ccc(C)cc1	17%	nt	nt	23%	nt	-3%	nt	nt	6%	nt
Cc1cc(C)cc(NC(=O)C(OC(=O)c2cccs2)c2ccccc2)c1 (stereo not given)	9%	-4%	-3%	10%	-14%	1%	-3%	-20%	12%	1%
CCc1cccc(C)c1NS(=O)(=O)c1cc(Br)cnc1N	-5%	3%	4%	1%	-4%	0%	-1%	-11%	0%	5%
COc1ccc(Cl)cc1NC(=O)CN(C)C(=O)c1ccc2c(c1)OCCO2	0%	0%	-1%	-3%	nt	-2%	nt	nt	-17%	-3%
COc1cc2c(cc1NC(=O)COC(=O)/C=C/c1ccc([N+](=O)[O-])cc1)oc1ccccc12	-4%	?	16%	-4%	0%	3%	-12%	-5%	-15%	-2%
COc1cccc(Nc2nnc(SCC(=O)N(CC(C)C)CC(C)C)s2)c1	6%	-2%	-15%	12%	14%	-11%	-7%	0%	-14%	11µM*
Cc1ccc(CN2CCN(CC(=O)NCCCN3CCN(c4ccc(F)cc4)CC3)C2=O)cc1	nt	-11%	-6%	-9%	?	-5%	1%	?	-45%	4%
Cc1cc(/C=C2\C(=N)N3N=C(C(C)C)SC3=NC2=O)c(C)n1-c1ccccc1	5%	2%	-8%	-1%	-3%	2%	-5%	-10%	10%	?
CCCCC#Cc1ccccc1CC(=O)Nc1ccccc1	12%	0%	-3%	0%	?	2%	4%	-7%&4%	-9%	1%
Cc1cc(C)nc(NC(=O)c2cccc(Cl)c2)n1	1%	1%	2%	4%	14%	9%	5%	4%	55%	-2%
Cc1ccccc1CCN(C(=O)c1csnn1)C(C(=O)NC1CCCC1)c1ccncc1 (stereo not given)	-8%	1%	27%	0%	15%	3%	-4%	-11%	5%	1%
CC(C1CCN(Cc2nc(C3CC3)no2)CC1)N1CCOCC1 (stereo not given)	9%	1%	-2%	5%	-25%	2%	2%	0%	5%	-1%
COCCNC(=O)/C(C#N)=C\c1ccc(CNC(=O)C(=O)Nc2ccc(C)c(C)c2)o1	9%	-3%	-5%	6%	15%	-3%	8%	-16%	4%	?

Screening data: PubChem, National Center for Advancing Translational Sciences (NCATS)
